V1R ag counter = agonists of human V1a receptor, primary screen, counter-screen for OXTR agonist project, fluorescence, CHO-V1R cells | Vasopressin V1a receptor (Homo sapiens), P37288 | actives 0.25% (n = 320,000) | activation, % at 3 µM | AID 2797, 2010 | Fluo-8 calcium fluorescence, agonist mode; 0% DMSO, 100% 3 nM vasopressin;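 active means activation above the mean activation of all tested compounds plus 3 SD, per screening run, cut at about 20% in these data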;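 further: signal is peak over basal fluorescence ratio across a 100 second FLIPR read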
Target sequence (P37288 whole entry, looked up): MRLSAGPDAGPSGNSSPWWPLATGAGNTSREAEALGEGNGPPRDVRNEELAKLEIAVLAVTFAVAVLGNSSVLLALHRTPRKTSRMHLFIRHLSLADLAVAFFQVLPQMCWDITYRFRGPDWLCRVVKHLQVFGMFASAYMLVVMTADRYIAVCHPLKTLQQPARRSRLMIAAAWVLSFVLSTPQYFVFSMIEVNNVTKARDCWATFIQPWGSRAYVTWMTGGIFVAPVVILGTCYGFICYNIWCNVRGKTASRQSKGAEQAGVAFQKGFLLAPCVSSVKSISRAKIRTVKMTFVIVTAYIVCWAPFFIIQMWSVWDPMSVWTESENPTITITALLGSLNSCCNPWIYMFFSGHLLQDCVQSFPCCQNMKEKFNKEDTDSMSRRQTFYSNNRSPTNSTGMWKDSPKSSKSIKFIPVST
CHRM1 agonist = human M1 muscarinic receptor agonists, primary screen, Fluo-8 calcium fluorescence, CHO-K1 cells, HTS. CHO-K1 hM1, agonist mode; 0% DMSO, 100% acetylcholine EC100. activation, % at 3 µM. Muscarinic acetylcholine receptor M1 (Homo sapiens), P11229. actives 0.33% (n = 360,000);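 active means activation above the run's mean compound activation plus 3 SD, cut at about 16% in these data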;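 further: peak over basal fluorescence ratio within a 140 s kinetic read after compound addition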
Target sequence (P11229 whole entry, looked up): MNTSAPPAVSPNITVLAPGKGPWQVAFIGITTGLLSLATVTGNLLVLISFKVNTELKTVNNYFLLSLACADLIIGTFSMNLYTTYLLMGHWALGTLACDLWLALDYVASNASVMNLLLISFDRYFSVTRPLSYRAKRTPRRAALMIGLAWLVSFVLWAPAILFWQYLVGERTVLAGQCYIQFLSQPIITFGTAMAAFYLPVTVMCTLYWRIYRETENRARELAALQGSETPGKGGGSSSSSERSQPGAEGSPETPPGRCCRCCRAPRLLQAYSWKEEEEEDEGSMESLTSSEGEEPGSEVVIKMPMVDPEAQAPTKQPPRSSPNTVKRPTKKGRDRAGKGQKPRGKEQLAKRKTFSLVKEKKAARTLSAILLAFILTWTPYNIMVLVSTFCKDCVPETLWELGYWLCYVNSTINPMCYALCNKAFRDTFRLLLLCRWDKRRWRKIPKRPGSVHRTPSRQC
OXTR agonist = human OXTR agonists, primary screen, fluorescence, CHO-OTR cells, Fluo-8 calcium | activation, % at 3 µM | AID 2435, 2010 | Fluo-8 calcium fluorescence; normalized: DMSO 0%, oxytocin 100% | Oxytocin receptor (Homo sapiens), P30559 | actives 0.32% (n = 320,000);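 active means activation above the mean of all tested compounds plus 3 SD, cutoff set per screening run, cut at about 20% in these data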;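 further: peak over basal fluorescence ratio from a 100 s FLIPR kinetic read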
OXTR potentiate = human OXTR potentiators, primary screen, fluorescence, CHO-OTR cells, Fluo-8 calcium; Oxytocin receptor (Homo sapiens), P30559; activation, % at 3 µM; AID 2445, 2010; actives 0.061% (n = 320,000); Fluo-8 calcium fluorescence, potentiator mode; 0% = oxytocin EC15, 100% = EC100;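 active means activation above that plate's cutoff, the mean activation of tested compounds plus 3 SD, cut at about 6.6% in these data, passing the limit was not always enough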;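 further: 100% uses oxytocin at 75 nM as the full agonist control; some results filed as inactive read as strong as hits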
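test system = CHO-OTR cells, human receptor | compound = single-point 3.0 µM | schedule = 6 min compound pre-incubation at room temperature, 100 s kinetic read | signal = Fluo-8 no-wash calcium dye fluorescence, excitation 470-495 nm, emission 515-575 nm | repeats = single well per compound, singlicate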
TAAR1 ag = human TAAR1 agonists, primary screen, Fluo-8 calcium fluorescence, CHO RD-HGA16 cells; vehicle wells 0%, saturating PEA agonist 100%; Trace amine-associated receptor 1 (Homo sapiens), Q96RJ0; activation, % at 3 µM; actives 0.99% (n = 360,000); AID 624467, 2012;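 active means activation above the mean activation of all test compounds in the run plus 3 SD, cut at about 38% in these data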
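Signal – calcium-sensitive Fluo-8 signal, excitation 470-495, emission 515-575 nm · System – RD-HGA16 (CHO) cells co-expressing Gα16 and hTAAR1 · Incubation – 17-24 h seeding, 75 min 37 °C dye, 30 min RT · Compound dosing – 3 µM single concentration · Repeats – no replicates (n 1)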
TAAR1 antag = human TAAR1 antagonists, primary screen, Fluo-8 calcium fluorescence, CHO RD-HGA16 cells; actives 1.5% (n = 360,000); inhibition, % at 3 µM; Trace amine-associated receptor 1 (Homo sapiens), Q96RJ0; antagonist; AID 624466, 2012;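 active means inhibition above a per-plate cutoff, the mean inhibition of test compounds on that plate plus 3 SD, cut at about 49% in these data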;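 further: 0% = DMSO plus EC80 beta-PEA response and 100% = DMSO alone without agonist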
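Assay system: RD-HGA16 CHO cells with stable hTAAR1 and Gα16 / Reagent: EC80 β-phenethylamine stimulus / Doses: 3 µM, single point / Timing: dye loading 75 min at 37 °C, then 30 min room temperature / Measured by: Fluo-8 intracellular calcium dye fluorescence, real-time kinetic reads / Controls: vehicle wells and EC80 agonist wells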
M1 antag = human M1 muscarinic receptor antagonists, primary screen, CHO-K1 cells, Fluo-8 calcium fluorescence, 1536-well; CHO-K1 hM1, ACh EC80 antagonist; actives 1.3% (n = 360,000); AID 588852, 2011; Muscarinic acetylcholine receptor M1 (Homo sapiens), P11229; inhibition, % at 3 µM;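 active means percent inhibition above its own plate's cutoff, namely the mean of that plate's compound wells plus 3 SD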;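 further: peak over basal fluorescence ratio during 140 s after agonist addition; 0% = ACh EC80 plus DMSO and 100% = DMSO alone without agonist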
CHO parental Ca = ATP-evoked calcium signal inhibitors, parental CHO, primary screen, counter-screen for OX1R antagonist project, cell-based, fluorescence, Fluo-8 calcium dye. inhibition, % at 5.6 µM. actives 0.63% (n = 330,000). parental CHO-K1, ATP-induced calcium, Fluo-8 fluorescence;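 active means inhibition above that plate's mean sample inhibition plus 3 SD, cut at about 26% in these data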;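 further: 0% = ATP-challenged DMSO wells and 100% = DMSO wells without ATP; some compounds past the cut are filed as inactive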
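Material: parental CHO cells / Compound: single nominal dose of 5.6 µM per compound / Signal: Fluo-8 fluorescence / Replicates: singlicate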
CHRM1 PAM = human M1 muscarinic receptor positive allosteric modulators, primary screen, CHO-K1 cells, Fluo-8 calcium fluorescence, 1536-well. CHO-K1 hM1, ACh EC20; 0% = ACh EC20, 100% = maximal ACh. actives 0.088% (n = 360,000). Muscarinic acetylcholine receptor M1 (Homo sapiens), P11229. activation, % at 3 µM; in the data active means activation above about 19%, passing the limit was not always enough
* marks the source's active call; other numbers are inactive results; x = no result given.

SMILES	V1R ag counter	CHRM1 agonist	OXTR agonist	OXTR potentiate	TAAR1 ag	TAAR1 antag	M1 antag	CHO parental Ca	CHRM1 PAM
Cc1ccc(-n2nnnc2SCC(=O)NC2CCCc3ccccc32)cc1 (stereo not drawn)	1.5	-2	-2.4	-9	-1	-3	-5	-32	-4
Cc1ccccc1S(=O)(=O)Oc1cccc2c(O)cccc12	0.5	-4	1.7	-10	-1	1	-4	3	1
Cc1nc(COc2ccc(C(=O)Nc3ccccc3N3CCOCC3)cc2)cs1	3.5	-9	2.5	-6	4	26	1	-19	-6
Cc1ccccc1S(=O)(=O)NC(=O)C1(C)CCN1C(=O)c1c(C)noc1C (stereo not drawn)	x	0	x	x	1	-11	-3	x	5
COc1ccccc1-n1c(CNC(=O)c2ccco2)nnc1SCC(=O)Nc1cc(C)ccc1C	-0.3	1	-0.1	-1	12	3	-22	-18	8
Cc1ccc(N(Cc2ccc(C(=O)Nc3c(C)n(C)n(-c4ccccc4)c3=O)cc2)S(C)(=O)=O)cc1C	1.3	-11	0.7	-5	4	-2	-5	-21	5
Cc1cc(NC(=O)c2ccccc2)c(Cl)cc1N	x	-5	x	x	-1	-26	-6	x	5
CCCOc1ccccc1C(=O)N1CCNC(=O)C1CC(=O)OC(C)C (stereo not drawn)	0.3	-3	1.7	0	7	-8	-11	-11	6
CN(C)c1cccc(C(=O)Nc2ccc(S(=O)(=O)Nc3nccs3)cc2)c1	0.8	-4	-0.3	-3	1	-6	1	-7	-9
O=C(CSc1nnc2scc(-c3ccccc3)n12)Nc1nsc(-c2ccccc2)n1	0.0	-5	-0.8	-7	x	x	10	-27	-1
Cc1nc(CSc2ccc(Cl)cc2)cs1	2.2	-5	-2.1	-6	-2	12	-24	2	21
CCOc1ccccc1-n1c(SCC(=O)N2CCOCC2)nc2ccccc2c1=O	0.0	-1	-0.9	-7	2	-8	-16	-11	14
C=CC[C@@H](CC(=O)OC(C)(C)C)C(=O)OC[C@@H]1CCCN1C(=O)[C@H](CC=C)CC(=O)NCCO	-0.8	-3	-0.8	-1	1	-31	-4	-9	6
CC(C)[C@H](NC(=O)OCc1ccccc1)C(=O)OCC(=O)NC1CCCCC1	-1.6	-5	-2.0	-5	6	-4	-13	-13	-3
Fc1ccc(/C=N/n2cnn(Cc3ccccc3Cl)c2=S)cc1	0.1	-4	-1.8	-12	1	4	1	-10	3
COc1ccc(-c2noc3c2-c2nc(-c4ccc(Cl)cc4)sc2CC3)cc1	0.4	-2	-0.4	0	11	9	-6	-11	1
Cn1cccc1-c1nc2ccccc2n1C	-0.4	-7	-1.1	-4	1	-5	-4	-13	6
Cc1cc(C)nc(N(C#N)CC(=O)c2ccccc2)n1	0.3	-5	-0.5	0	1	-3	-7	-3	6
CCS(=O)(=O)N1CCC(NC(=O)C(Cc2cccc(OC)c2OC)NC(C)=O)CC1 (stereo not drawn)	x	-3	x	x	-1	-33	-19	x	9
CC(=O)NC(=O)COC(=O)/C=C/c1c(C)nn(Cc2c(Cl)cccc2Cl)c1Cl	1.1	-3	0.8	-11	6	-16	-20	-24	-2

In the list so far, 3 have two or more sulfur atoms.
SMILES	V1R ag counter	CHRM1 agonist	OXTR agonist	OXTR potentiate	TAAR1 ag	TAAR1 antag	M1 antag	CHO parental Ca	CHRM1 PAM
CN(C)c1cccc(C(=O)Nc2ccc(S(=O)(=O)Nc3nccs3)cc2)c1	0.8	-4	-0.3	-3	1	-6	1	-7	-9
O=C(CSc1nnc2scc(-c3ccccc3)n12)Nc1nsc(-c2ccccc2)n1	0.0	-5	-0.8	-7	x	x	10	-27	-1
Cc1nc(CSc2ccc(Cl)cc2)cs1	2.2	-5	-2.1	-6	-2	12	-24	2	21

Going on with the list.
SMILES	V1R ag counter	CHRM1 agonist	OXTR agonist	OXTR potentiate	TAAR1 ag	TAAR1 antag	M1 antag	CHO parental Ca	CHRM1 PAM
C=CCc1c(OC)ccc2ccc(=O)oc12	-0.5	-4	-1.6	-9	5	2	-5	-4	6
COc1cc2nc(CN3CCN(S(=O)(=O)c4ccccc4C(F)(F)F)CC3)[nH]c(=O)c2cc1OC	1.6	-7	2.0	1	2	-17	3	-15	-6
Clc1ccc(COn2nnc3ccccc32)c(Cl)c1	-1.7	-6	-2.1	-8	4	-3	4	-33	-7
COC(=O)c1ccc(N2CCN(C(C)=O)CC2)c(NC(=O)c2cccnc2)c1	0.7	-2	0.6	-3	1	-9	-6	-10	8
COC(=O)c1cc2c(N)c(C(=O)c3ccccc3)sc2nc1C(OC)OC	-0.7	-4	-1.8	-5	1	3	3	-10	-2
O=C(CN1CCCC1)Nc1c2c(nc3ccccc13)N(Cc1ccccc1)CC2	0.5	-5	2.0	-8	5	7	-19	-18	1
O=C1NC(c2ccccc2Cl)=N/C1=C/c1ccco1	-1.0	-3	-1.8	-7	1	-16	-16	-4	9
CCOC(=O)C1CN(S(=O)(=O)c2ccc(C)cc2)c2cc(S(=O)(=O)CC)ccc2O1 (stereo not drawn)	1.0	-4	-0.7	-15	8	-13	6	-9	-1
Cc1cc(/C=C(/C#N)C(=O)O)c(C)n1-c1cccc2ccccc12	0.2	-7	0.1	-1	1	-8	-8	0	8
COc1ccc(CC2S/C(=N/N=C/c3ccccc3O)NC2=O)cc1 (stereo not drawn)	0.2	-3	-0.4	2	1	-12	-9	-7	4
CCOC(=O)C1(C(=O)OCC)COC(=O)C1CN1Cc2cc3ccccc3nc2C1 (stereo not drawn)	x	-1	x	x	13	28	-3	x	-5
CCOc1cc(/C=N/NC(=O)c2cc(C)[nH]n2)ccc1OC(=O)c1ccc([N+](=O)[O-])cc1	2.5	x	0.6	5	x	x	x	-17	x
CN1CCN(C(=O)/C=C/c2ccccc2)CC1	0.6	1	0.5	-9	4	-10	-17	4	8
COC(=O)CC1C(=O)NCCN1C(=O)c1ccccc1 (stereo not drawn)	0.2	-2	0.1	-8	10	-5	-2	1	2
COC(=O)c1cc(NC(=O)c2ccc([N+](=O)[O-])cc2)c(=O)oc1C	0.7	-6	0.6	-10	9	-7	-1	6	2
O=C(NCc1cccc(Cl)c1)c1cccc(S(=O)(=O)N2CCCCC2)c1	0.6	-4	7.3	-3	9	4	4	-29	-4
CN(C)CCCNC(=O)N1c2ccccc2C=Cc2ccccc21	0.4	-9	0.0	-8	2	1	97*	-1	-29
COC(=O)CSc1nc2c(c(-c3ccco3)c1C#N)CCCC2	-0.1	-7	-2.5	-9	x	x	-2	-26	1
CCOc1ccc(C2NC(=O)Cc3cc(OC)c(OC)cc32)cc1 (stereo not drawn)	-0.1	2	0.8	-2	10	-12	-10	-8	15
CCn1c(Cc2ccccc2)nnc1SCC(=O)Nc1ccc(N)cc1	0.2	-9	0.3	-1	11	-4	7	8	-1
COC(=O)c1cn(Cc2cc(OC)ccc2OC)cc(F)c1=O	0.8	-4	0.4	-3	x	x	0	6	2
Cn1nnc(NCc2cc(Br)ccc2OCc2ccccc2F)n1	0.3	0	-1.0	-8	1	-9	-3	-24	6
C=CCOc1ccc(C(=O)O)cc1Cl	0.7	-2	0.2	-3	0	3	7	1	2
CC1=CC=CN2C1=NC(=O)CC2(C)C(=O)N(CC(=O)NC1CCCC1)c1ccccc1C (stereo not drawn)	1.9	-6	-1.5	-14	8	-6	3	2	6
CCN(CC)S(=O)(=O)c1cccc(-c2n[nH]c(=S)n2/N=C/c2ccc(C(=O)OC)cc2)c1	0.4	-10	-0.3	-9	-3	-3	-6	-30	1
C=CCn1c(SCC(=O)c2c(N)n(C)c(=O)n(C)c2=O)nnc1-c1ccccc1F	0.9	-3	-1.0	-10	3	1	-1	-9	5
Cn1c(=O)c2c(nc(CN3CCN(C(=O)c4ccco4)CC3)n2CCc2ccccc2)n(C)c1=O	1.2	-5	0.4	2	5	6	-7	0	7
CN(CCCCCCCCC(=O)/C=N/O)Cc1ccccc1	1.1	-9	1.5	-3	6	4	69*	-13	-22
CC(=O)c1cnn(-c2ccc(Cl)c(Cl)c2Cl)c1C	-0.4	-6	-2.4	-8	-1	-37	-5	-1	7
Cc1nc2ccc(C(=O)NCCCn3ccnc3)cn2c1N(C)C(=O)CCc1ccccc1	x	-6	x	x	0	-6	-25	x	13
C(=N\c1nc2ccccc2n1CCN1CCOCC1)/c1cccs1	1.0	-4	0.1	-8	8	10	-13	-12	10
CC1CCCC(C)N1CCCNC(=O)C1CCCN(c2ncnc3c2nc2n3CCCCC2)C1 (stereo not drawn)	-0.9	-6	1.7	-17	2	-23	0	4	3
Cc1ccc(S(=O)(=O)N2CCCCC2)cc1NC(=O)c1cc(F)c(F)c(F)c1F	0.9	-4	-0.4	-3	0	4	-9	-18	-1
COc1ccc(C(c2nnnn2C2CCCC2)N2CCN(C(=O)c3ccco3)CC2)cc1OC (stereo not drawn)	2.4	-3	0.8	4	2	8	-11	-16	7
COc1ccc(N2CCN(C(=O)C3CCC(Cn4c(=S)[nH]c5ccccc5c4=O)CC3)CC2)cc1 (stereo not drawn)	4.6	5	4.5	-4	8	20	8	-14	-4
O=C(C1CCN(S(=O)(=O)c2ccc(-n3cnnn3)cc2)CC1)N1CCN(c2ccccc2)CC1	4.0	2	2.6	-6	4	22	10	-1	-2
O=c1c2ccsc2ncn1Cc1cccc(C(F)(F)F)c1	0.2	0	-1.1	-4	3	-7	-15	-16	10
NC1=NC(=O)C(c2ccccc2)C(=O)N1 (stereo not drawn)	x	0	x	x	1	6	-4	x	4
CCOC(=O)C1(C)CCCCCN1C(=O)c1ccc(SC(F)(F)F)cc1 (stereo not drawn)	x	-2	x	x	5	-20	-16	x	13
O=c1[nH]c(=S)[nH]c2sccc12	-0.1	-2	0.9	-2	5	-22	-4	-7	7
Cc1cccnc1CCNC(=O)CCc1nnc(CCc2ccccc2)o1	-0.1	-5	-1.5	2	1	-33	-11	-4	10
COc1ccccc1NC(=O)CSc1nnc(-c2ccccn2)o1	2.0	-1	0.7	0	9	9	0	-7	-1

Screening data (PubChem BioAssay)
